From PubChem BioAssay
CBFb-RUNX1 inh: blocks binding between human CBF-beta and RUNX1. AlphaScreen CBFb-His/RUNX1-biotin binding, biochemical. Potency, µM (doses to about 59.8 µM), for the others: at the highest dose activity, negative = inhibition, most hits filed as inhibitors. 230,000 tested, under 10 active. AID 1477; also: % of control where 0% means no effect
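Compounds were screened at multiple concentrations against a preformed CBF-beta(His)/RUNX1(biotin) complex (30 nM of each) for 15 min at room temperature, followed by 90 min with nickel and streptavidin beads and AlphaScreen reading.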
IMPase Li cell: membrane-permeable IMPase blocker, potentiated with lithium; CHO-M1 cells, IP1 TR-FRET (IP-One), carbachol + lithium; Potency, µM (top dose mostly 59.4 µM), for inactives: at the highest dose activity, negative = IMPase inhibition, usual class: inhibitors; 210,000 tested, 0.35% active; AID 1457;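 also: IP1 builds up when IMPase is blocked and the TR-FRET signal falls; potency is read from the fitted curve at half-maximal effect; plate controls were basal vehicle for no effect and high inhibitor control for full effect; nearly all actives have a fitted effect of over 50% in size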
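Test compounds were applied to CHO-M1 cells previously cultured for 16–30 h at 2000 per well. A small lithium amount accompanied them; after 30 min at 37C, IP1 was quantified by TR-FRET.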
Luc counter: blocks Kinase-Glo luciferase, a counter-screen artifact | Q27757 | Kinase-Glo luciferase, ATP luminescence, 8 min | Potency, µM (highest dose often 38.3 µM), inactives show at the top dose activity change, negative = inhibition, most hits filed as inhibitors | 200,000 tested, 0.28% active | AID 1379; also: potency is read from the fitted curve at half-maximal effect; % is scaled to controls: 0 for no effect and ±100 for the full control effect; nearly all actives have a fitted effect of over 60% in size
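Compounds were added to a substrate mix at pH 7.2 (50 mM imidazole, 10 uM ATP, within the enzyme's linear range), followed by Kinase-Glo detection reagent; luminescence was measured after 8 minutes at ambient temperature.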
Epigenetic derep: regulators of epigenetic silencing causing reporter derepression in mouse cells; Potency, µM (series often up to 53.9 µM), without a hit: at the top dose GFP activation, hits mostly activators; murine LDR cells, GFP reporter derepression, 30 h; AID 1865; 280,000 tested, 0.2% active; also: potency is read from the fitted curve at half-maximal effect; % of control where 0% means no effect; nearly all actives have a fitted effect of over 60% in size
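Murine LDR cells bearing a silenced CMV-driven GFP reporter were exposed to compound for 30 h at 37 C. After PBS washes, GFP-positive cells (20-120 um objects) counted by laser-scanning microplate cytometry.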
L3MBTL1 inh: L3MBTL1 (human) inhibition | AlphaScreen L3MBTL1–H3K9me1 peptide binding | Potency, µM (titrated, usually from 57.1 µM), inactives show top-dose activity, negative = inhibition, usual class: inhibitors | 230,000 tested, 0.66% active | AID 485360; also: potency is read from the fitted curve at half-maximal effect; % is scaled to controls: 0 for no effect and ±100 for the full control effect; nearly all actives have a fitted effect of over 60% in size
Target sequence (Q9Y468 whole entry, looked up): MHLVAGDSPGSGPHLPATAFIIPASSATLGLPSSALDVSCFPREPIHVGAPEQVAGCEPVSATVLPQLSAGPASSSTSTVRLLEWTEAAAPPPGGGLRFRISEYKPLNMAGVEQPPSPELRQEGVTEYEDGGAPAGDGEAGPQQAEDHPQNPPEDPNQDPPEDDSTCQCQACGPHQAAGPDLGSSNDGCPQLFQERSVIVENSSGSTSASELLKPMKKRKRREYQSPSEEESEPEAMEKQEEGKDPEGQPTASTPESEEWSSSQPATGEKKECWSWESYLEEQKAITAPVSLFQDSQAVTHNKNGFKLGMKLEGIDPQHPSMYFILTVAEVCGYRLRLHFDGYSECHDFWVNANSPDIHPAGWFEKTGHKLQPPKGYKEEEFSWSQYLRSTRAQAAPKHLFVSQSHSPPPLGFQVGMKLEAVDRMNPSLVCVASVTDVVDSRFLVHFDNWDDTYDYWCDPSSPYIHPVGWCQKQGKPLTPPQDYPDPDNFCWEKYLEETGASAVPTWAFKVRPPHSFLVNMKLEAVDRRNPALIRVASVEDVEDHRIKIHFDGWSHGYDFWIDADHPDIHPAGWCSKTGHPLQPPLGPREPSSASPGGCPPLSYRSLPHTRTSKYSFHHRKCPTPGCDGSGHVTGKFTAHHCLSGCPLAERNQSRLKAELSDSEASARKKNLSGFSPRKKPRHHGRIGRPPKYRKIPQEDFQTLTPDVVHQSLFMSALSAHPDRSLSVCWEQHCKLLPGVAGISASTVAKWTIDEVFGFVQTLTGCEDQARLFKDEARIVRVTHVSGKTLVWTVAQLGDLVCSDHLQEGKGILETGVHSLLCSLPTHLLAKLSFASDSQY
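L3MBTL1 50 nM + b-AHA-H3(1-15)K9me1 75 nM, 30 min RT; compound added, 30 min RT; streptavidin donor/Ni-chelate acceptor beads 10 ug/mL each final, 30 min RT dark; AlphaScreen read.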
HttQ103 aggreg: inhibitors of mutant huntingtin aggregate formation in PC12 cells; PC12 HttQ103-GFP aggregates, Acumen cytometry, 40 h; Potency, µM (top dose mostly 46.1 µM), without a hit: at the top dose activity change, negative = inhibition, actives largely listed as inhibitors; 220,000 tested, 1.1% active; AID 1688; also: potency is read from the fitted curve at half-maximal effect; % is scaled to controls: 0 for no effect and ±100 for the full control effect; nearly all actives have a fitted effect of over 60% in size
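Inducible Q103 Huntingtin exon 1–GFP PC12 line, 1500 cells/well in phenol red free DMEM with 5% equine and 5% calf serum. Tebufenozide 100 nM induced expression; compounds titrated; aggregates quantified by cytometry.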
NPSR antag: neuropeptide S receptor (human) antagonism, cAMP. Potency, µM (titrated, usually from 38.3 µM), inactives show at the top dose activity change, negative = inhibition, usual class: inhibitors. Q6W5P4. AID 1461. CHO-NPSR cells, cAMP TR-FRET, antagonist mode. 220,000 tested, 1% active; also: potency is read from the fitted curve at half-maximal effect; % is scaled to controls: 0 for no effect and ±100 for the full control effect; nearly all actives have a fitted effect of over 50% in size; many of its hits are not listed in these tables
Numbers without * were called inactive; ? = inconclusive; / = no result given; & = joins results of further samples; [ ] = another dose, or the depositor's remark. Calls follow the shape of the dose curve; as a rule, active = well fitted curve in the direction sought with a large enough effect; inconclusive = small, poorly fitted or top-dose-only effect, or another doubt; inactive = no such curve, though single readings can be large; an effect the other way counts as inactive or inconclusive. These rows are one share of the data; count on the stated rates, not on these rows.

Key to letters – A = CBFb-RUNX1 inh; B = IMPase Li cell; C = Luc counter; D = Epigenetic derep; E = L3MBTL1 inh; F = HttQ103 aggreg; G = NPSR antag
> CC(C)C1CC(=O)NC(SCC(=O)Nc2ccc(Br)cc2)=C1C#N (stereo unspecified)
  A: -9.4%	B: 0.6%[38.3 µM]	C: -6.1%	D: 10.4%	E: 4.4%	F: ?	G: -21.0%[46.1 µM]
> CC1CCN(C(=O)C2CCC(CNc3c(N4CCCCC4)c(=O)c3=O)CC2)CC1 (stereo unspecified)
  A: 25.6%	B: /	C: /	D: 1.0%	E: /	F: 4.0%[9.22 µM]	G: 7.2%
> COc1c2ccoc2nc2c(OC)c(OCC(O)C(C)(C)O)ccc12 (stereo unspecified)
  A: 12.7%	B: -15.8%[38.3 µM]	C: 0.7%&1.7%&-4.5%	D: 0.0%&5.7%&-1.7%	E: 7.7%	F: -3.9%	G: -2.9%[46.1 µM]
> COc1cccc(-n2c(=O)c3c(C)c(C(=O)N(C)C)sc3n(CC(=O)NCCc3ccc(OC)c(OC)c3)c2=O)c1
  A: -5.1%	B: -2.6%	C: -0.2%	D: -1.8%&-1.3%	E: /	F: -4.6%	G: 12.0%
> Cc1nn(Cc2ccc([N+](=O)[O-])cc2)c(=O)n1-c1cccc(Cl)c1
  A: 5.2%	B: 6.6%	C: 0.1%	D: 7.1%	E: 4.3%[11.4 µM]	F: 1.3%	G: 0.2%
> C[n+]1cccc2cccc([O-])c21
  A: ?	B: /	C: /	D: 4.5%	E: 28.2µM*	F: 6.9%[9.22 µM]	G: 7.8%
> O=C(Cn1nnc(-c2ccccc2)n1)c1ccccc1
  A: 11.3%	B: 1.4%[38.3 µM]	C: 0.8%	D: 0.8%	E: 8.9%	F: 4.0%	G: -8.7%[46.1 µM]
> CCOCCCNC(=O)CS(=O)(=O)Cc1nc(-c2cccc(OC)c2)oc1C
  A: 16.5%	B: 10.3%	C: -2.7%	D: 0.0%	E: -2.4%	F: 4.5%	G: -5.5%[46.1 µM]
> Cn1c(C(=O)O)c(CC(=O)N2CCC(Cc3ccccc3)CC2)c2ccccc21
  A: -1.3%	B: -5.6%	C: 2.1%	D: 0.1%	E: -9.2%	F: 5.6%	G: -8.0%
> O=C(/C=C/c1cccc([N+](=O)[O-])c1)Nc1ccc(Cl)cn1
  A: 8.5%	B: 2.2%	C: -0.7%	D: -7.9%	E: 4.2%	F: 1.3%[9.22 µM]	G: -6.1%
> O=C(CSCCN1C(=O)c2ccccc2C1=O)Nc1ccc2ccccc2c1
  A: 1.5%	B: 13.7%	C: 2.6%	D: -1.0%	E: -0.1%	F: 8.0%	G: 15.8%
> OCCN(CCO)c1ncnc2c1sc1nc(N3CCOCC3)c3c(c12)CCCC3
  A: -10.9%	B: 19.6%[38.3 µM]	C: -1.3%	D: -1.6%	E: 0.7%	F: 9.7%	G: ?
> COCc1[nH]nc2c1C1(C(=O)N(C)c3ccccc31)C(C#N)=C(N)O2 (stereo unspecified)
  A: -1.5%	B: 6.1%[38.3 µM]	C: -0.3%	D: -0.2%	E: -2.0%	F: 19.4%	G: 5.1%[46.1 µM]
> COc1ccc(OC)c(NC(=O)c2cnn(-c3ccccc3Cl)c2NC(=O)c2ccco2)c1
  A: -4.7%	B: 45.9%[activator][38.3 µM]	C: 17.7%	D: -0.8%	E: /	F: 29.0%	G: -16.5%[46.1 µM]
> CCCCCCCC[n+]1cccc(C(=O)N2c3c(nc(N)[nH]c3=O)NC(C)C2C)c1 (stereo unspecified)
  A: -1.0%	B: -5.4%	C: -0.7%	D: -1.0%	E: 11.4%	F: 0.3%	G: 11.3%
> CCCOc1cccc(C(=O)N(Cc2ccco2)C2CCS(=O)(=O)C2)c1 (stereo unspecified)
  A: 1.3%	B: 4.5%	C: 0.4%	D: -1.0%	E: ?	F: 10.9%	G: 9.0%
> CCC(=O)Nc1ccc(-c2csc(C)n2)cc1
  A: 3.4%	B: 3.7%	C: 11.5%	D: 0.3%	E: 1.5%	F: -6.0%	G: 6.8%
> CC1=C(C)CC(C(=O)c2ccc(C)cc2)C(C(=O)O)C1 (stereo unspecified)
  A: 3.2%	B: -6.9%[38.3 µM]	C: -6.7%	D: -2.4%	E: /	F: 8.9%	G: -2.9%[46.1 µM]
> CCOc1ccc(CN2CCN(Cc3cccn3-c3nccs3)CC2CCO)cc1 (stereo unspecified)
  A: 1.5%	B: /	C: /	D: -3.7%	E: -16.0%	F: -3.2%[9.22 µM]	G: 1.4%
> COc1ccc(/C=C/C(=O)NC(=S)Nc2cc3oc4ccccc4c3cc2OC)cc1
  A: -7.9%	B: -1.2%	C: -4.5%	D: 0.0%	E: -2.2%	F: 2.6%	G: 8.9%
> CC(C)[C@@H](CC(=O)N[C@@H]1CCCC[C@H]1C(=O)N[C@H](CC(=O)N[C@@H](CCC(=O)O)CC(=O)O)Cc1c[nH]c2ccccc12)NC(=O)C[C@H](Cc1ccccc1)NC(=O)[C@@H]1CNCC[C@H]1N
  A: 13.3%	B: 21.5%	C: 0.3%	D: 1.1%	E: /	F: /	G: /
> COc1cnc(-c2ccccn2)nc1Oc1ccccc1Cl
  A: -16.0%	B: 37.1%[38.3 µM]	C: 3.4%	D: 2.1%	E: -7.8%	F: 6.6%	G: -0.9%[46.1 µM]
> CC(=O)N1N=C(c2ccccc2)CC1c1cn(Cc2ccccc2)c2ccccc12 (stereo unspecified)
  A: -19.0%	B: 7.1%	C: -0.1%	D: 2.1%	E: -14.4%	F: ?	G: -35.9%
> COc1ccc(CC(=O)O)cc1O
  A: 4.0%	B: -0.3%	C: /	D: -3.0%	E: 10.7%	F: 2.1%[9.22 µM]	G: -23.9%
> O=C(NCCN1CCN(Cc2ccccc2Cl)CC1)Nc1ccccc1
  A: 4.7%	B: 9.7%[38.3 µM]	C: 0.4%	D: 0.0%	E: -3.2%	F: -7.9%	G: -8.1%[46.1 µM]

Gathered by group, the compounds so far containing a cyano group (two)
Key to letters – A = CBFb-RUNX1 inh; B = IMPase Li cell; C = Luc counter; D = Epigenetic derep; E = L3MBTL1 inh; F = HttQ103 aggreg; G = NPSR antag
> CC(C)C1CC(=O)NC(SCC(=O)Nc2ccc(Br)cc2)=C1C#N (stereo unspecified)
  A: -9.4%	B: 0.6%[38.3 µM]	C: -6.1%	D: 10.4%	E: 4.4%	F: ?	G: -21.0%[46.1 µM]
> COCc1[nH]nc2c1C1(C(=O)N(C)c3ccccc31)C(C#N)=C(N)O2 (stereo unspecified)
  A: -1.5%	B: 6.1%[38.3 µM]	C: -0.3%	D: -0.2%	E: -2.0%	F: 19.4%	G: 5.1%[46.1 µM]

(next part)
Key to letters – A = CBFb-RUNX1 inh; B = IMPase Li cell; C = Luc counter; D = Epigenetic derep; E = L3MBTL1 inh; F = HttQ103 aggreg; G = NPSR antag
> Cc1cc(C)n(-c2ccc(C(=O)OCC(=O)c3ccc(Br)s3)cc2)n1
  A: -2.4%	B: ?	C: -3.9%	D: -3.8%	E: -8.7%	F: -9.9%	G: ?
> O=C(CCn1c(=O)oc2ccccc21)N1CCN(c2ccccc2Cl)CC1
  A: -2.3%	B: -2.0%	C: 0.6%	D: 0.8%	E: 7.1%	F: 6.7%	G: 5.9%[46.1 µM]
> CCOC(=O)c1c(C)[nH]c(C(=O)COC(=O)/C=C/c2cccc(OC)c2OC)c1C
  A: -4.6%	B: /	C: /	D: -0.9%	E: 13.4%	F: 0.8%	G: 20.7%[46.1 µM]
> CC1CC(CC(=O)Nc2nc(-c3ccccc3)cs2)C(=O)O1 (stereo unspecified)
  A: 9.2%	B: 8.5%	C: -0.9%	D: 1.1%	E: -0.9%	F: 12.3%	G: 5.4%
> CCOC(=O)Cc1csc(NC(=O)CN(C)S(=O)(=O)c2ccc3c(c2)CCC(=O)N3)n1
  A: 5.0%	B: 24.8%[38.3 µM]	C: 1.2%	D: -1.0%	E: 5.7%	F: -20.0%	G: -4.6%[46.1 µM]
> COc1ccc([N+](=O)[O-])cc1NC(=O)c1ccc(N(Cc2ccccc2C)S(C)(=O)=O)cc1
  A: -8.2%	B: -0.9%	C: 2.1%	D: 0.0%	E: 0.3%	F: -10.0%	G: -9.0%
> CCO[C@H]1OC(C(N)=O)=C[C@@H](c2csc3ccccc23)[C@@H]1CCCO
  A: 0.5%	B: -0.7%	C: /	D: -2.7%	E: 26.3%	F: -14.8%[9.22 µM]	G: -23.9%
> Cc1nc2c(C(=O)NCCc3ccccc3)c[nH]n2c(=O)c1Cl
  A: 4.3%	B: /	C: /	D: 0.0%	E: -0.3%	F: -8.4%	G: -9.7%[46.1 µM]
> O=C1NC[C@H](Cc2ccccc2)N(CCc2cccc(F)c2)C1=O
  A: 9.6%	B: /	C: /	D: 3.2%	E: /	F: -12.4%[9.22 µM]	G: 22.6%
> O=C(Nc1ccccc1)Nc1ccc2ncoc2c1
  A: 4.2%	B: 10.3%	C: -18.7%	D: 1.1%	E: -7.7%	F: 8.4%	G: -3.9%
> COc1ccc(C(=O)NC(=S)Nc2cccc(S(=O)(=O)N3CCOCC3)c2)cc1
  A: -9.6%	B: 12.0%	C: 0.1%	D: 5.7%	E: -7.4%	F: 11.0%	G: -25.2%
> CN(c1ccccc1)S(=O)(=O)c1cccc(NC(=O)c2ccc3ncsc3c2)c1
  A: 3.9%	B: /	C: /	D: 0.0%	E: 4.5%	F: 6.9%[9.22 µM]	G: 11.2%[7.67 µM]
> COc1ccc(CNC(=O)COC(=O)c2ccc(Br)cc2)cc1
  A: 10.7%	B: -1.9%	C: 2.4%	D: 2.3%	E: -2.8%	F: 6.0%	G: 3.3%
> O=S(=O)(NCCNc1nccc(C(F)(F)F)n1)c1ccccc1
  A: 12.9%	B: /	C: /	D: 0.0%	E: /	F: -5.7%[9.22 µM]	G: -5.3%
> COC(=O)C(Cc1c[nH]c2ccccc12)NC(=O)c1cc(-c2ccc(OC)c(OC)c2)oc1C (stereo unspecified)
  A: 15.7%	B: 13.2%	C: 2.1%	D: 6.3%	E: -14.9%	F: -2.7%	G: -3.3%
> O=C/C(=C\Nc1ccc(S(=O)(=O)CCO)cc1)c1nc2cc(Cl)ccc2o1
  A: -7.6%	B: 12.2%	C: 1.6%	D: -0.2%	E: -1.2%	F: -5.0%	G: -22.4%
> COc1cccc2cc(C(=O)C3=C(O)C(=O)N(CCN4CCOCC4)C3c3cccs3)oc12 (stereo unspecified)
  A: 2.8%	B: ?	C: -0.3%	D: -1.1%	E: -0.9%	F: 17.1%	G: -4.0%[46.1 µM]
> COc1ccccc1C(=O)NNC(=O)c1ccncc1
  A: -11.6%	B: -3.7%	C: 1.1%	D: 1.1%	E: /	F: 15.2%	G: 6.7%
> COc1ccc(-c2[nH]c(-c3ccccc3)nc2SCC(=O)NCc2ccco2)cc1OC
  A: -12.0%	B: 6.3%[38.3 µM]	C: -5.8%	D: 5.8%	E: /	F: 22.3%	G: -15.6%[46.1 µM]
